Screening results from PubChem BioAssay.
POLB inh – inhibitors of human DNA polymerase beta | P06746 | Pol beta primer extension/strand displacement, fluorescence kinetic | Potency, µM (highest dose often 114 µM), without a hit: at the top dose activity change, negative = inhibition, hits mostly inhibitors | 340,000 compounds, 1.3% hits; further: potency means the concentration at half of the fitted maximal effect; on the % scale 0 is the no-effect control and ±100 the full control effect
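Pol beta (10 nM) and compounds were preincubated 15 min at room temperature, then 50 nM substrate (final) started primer extension/strand displacement. Reads were taken at 0 and 10 min; concentration-response data were fitted to a four-parameter Hill equation.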
Anesthetic bind – candidate novel general anesthetic via apoferritin binding; apoferritin/1-aminoanthracene competitive binding, fluorescence; Potency, µM (top dose mostly 77.5 µM), for the others: at the top dose activity change, negative = displacement, usual class: inhibitors; 350,000 compounds, 0.074% hits; AID 485281; further: potency means the concentration at half of the fitted maximal effect; on the % scale 0 is the no-effect control and ±100 the full control effect; nearly all actives have a fitted effect of over 20% in size
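In PBS, apoferritin at 10 uM is loaded with 1-AMA from a 50% saturated solution. After 10 min of compound exposure at ambient temperature, reduced 535 nm fluorescence indicates probe displacement.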
POLH inh – DNA polymerase eta (human) inhibition; 390,000 compounds, 1.2% hits; Q9Y253; Potency, µM (series often up to 114 µM), inactives show top-dose activity change, negative = inhibition, hits mostly inhibitors; recombinant Pol eta, fluorescent DNA replication assay; further: potency means the concentration at half of the fitted maximal effect; on the % scale 0 is the no-effect control and ±100 the full control effect
Target sequence (Q9Y253 whole entry, looked up): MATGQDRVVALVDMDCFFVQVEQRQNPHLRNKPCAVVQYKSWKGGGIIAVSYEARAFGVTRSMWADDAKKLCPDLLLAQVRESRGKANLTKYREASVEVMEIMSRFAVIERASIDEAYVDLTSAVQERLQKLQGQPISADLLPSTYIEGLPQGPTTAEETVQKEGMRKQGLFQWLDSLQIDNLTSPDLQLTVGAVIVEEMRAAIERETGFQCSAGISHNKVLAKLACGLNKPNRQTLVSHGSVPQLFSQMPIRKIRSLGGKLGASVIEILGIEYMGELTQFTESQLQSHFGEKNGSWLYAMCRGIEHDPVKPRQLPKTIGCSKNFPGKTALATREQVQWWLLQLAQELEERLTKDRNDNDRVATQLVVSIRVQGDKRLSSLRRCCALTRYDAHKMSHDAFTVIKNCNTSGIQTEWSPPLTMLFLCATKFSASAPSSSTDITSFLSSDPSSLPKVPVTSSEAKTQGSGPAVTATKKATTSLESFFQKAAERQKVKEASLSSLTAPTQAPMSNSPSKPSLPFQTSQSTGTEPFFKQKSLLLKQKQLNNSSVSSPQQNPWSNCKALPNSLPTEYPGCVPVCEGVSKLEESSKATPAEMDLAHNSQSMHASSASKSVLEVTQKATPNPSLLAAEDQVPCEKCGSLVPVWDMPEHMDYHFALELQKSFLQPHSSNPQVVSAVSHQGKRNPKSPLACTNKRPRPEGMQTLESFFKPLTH
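Fluorescent replication assay: 50 nM final substrate added after a 15 min room-temperature compound preincubation with 10 nM enzyme. Signal taken at 0 min and again at 10 min.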
BLM inh – blocks DNA unwinding by human BLM helicase. P54132. recombinant BLM DNA unwinding, fluorescence dequenching. Potency, µM (doses to about 56.1 µM), inactives show top-dose activity change, negative = inhibition, actives largely listed as inhibitors. 350,000 compounds, 0.2% hits;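 further: potency means the concentration at half of the fitted maximal effect; plate controls were vehicle for no effect and no enzyme for full effect; nearly all actives have a fitted effect of over 35% in size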
PGK inhibitor – blocks T. brucei phosphoglycerate kinase. P07378. PGK/GAPDH coupled, Kinase-Glo luminescence, 60 min. Potency, µM (series often up to 57.5 µM), inactives show at the top dose activity change, negative = inhibition, most hits filed as inhibitors. 380,000 compounds, 0.043% hits. AID 602233; further: potency means the concentration at half of the fitted maximal effect; on the % scale 0 is the no-effect control and ±100 the full control effect; nearly all actives have a fitted effect of over 60% in size
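Recombinant glycosomal PGK reaction used 1,3-bisphosphoglycerate generated in-well by GAPDH (100nM final) in 100mM TEA pH 7.6, 5mM MgCl2, 0.01% Tween-20. After 60 minutes at room temperature, ATP was read by Kinase-Glo Plus luminescence end-point.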
RXFP1 antag – blocks the human relaxin receptor RXFP1; Q9HBX9; 350,000 compounds, 0.59% hits; HEK293-RXFP1, relaxin-stimulated cAMP HTRF, 30 min; active compounds read low; activity change, negative = inhibition, % at 57.5 µM;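 active means activity change of -60% or lower, but not beyond a set lower limit; inconclusive means change between -60% and -40%, or beyond the set limit; inactive means change above -40%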; further: on the % scale 0 is the no-effect control and ±100 the full control effect
Pol iota inh – DNA polymerase iota (human) inhibition; 390,000 compounds, 1% hits; Pol iota fluorescent replication assay, 10 min; Potency, µM (top dose mostly 115 µM), for inactives: at the highest dose activity, negative = inhibition, actives largely listed as inhibitors; Q9UNA4; further: potency means the concentration at half of the fitted maximal effect
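Fluorescent replication assay read twice, at 0 min and 10 min after adding 50 nM (final) substrate. Enzyme (10 nM) and compounds were first incubated 15 min at room temperature; enzyme-free buffer wells were negative controls.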
Pol kappa inh – DNA polymerase kappa (human) inhibition; Q9UBT6; purified Pol kappa, fluorescent DNA synthesis assay, 10 min; Potency, µM (series often up to 107 µM), for inactives: at the top dose activity, negative = inhibition, hits mostly inhibitors; 400,000 compounds, 0.53% hits; AID 588579; further: potency means the concentration at half of the fitted maximal effect; on the % scale 0 is the no-effect control and ±100 the full control effect
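Here, compound and 10 nM enzyme are combined for 15 min at room temperature; adding 50 nM substrate (final) starts DNA synthesis, tracked by fluorescence at 0 and 10 min against buffer-only wells.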
APEX1 inh – blocks human APE1 abasic DNA cleavage | 350,000 compounds, 0.35% hits | Potency, µM (highest dose often 65.8 µM), inactives show at the highest dose activity change, negative = inhibition, most hits filed as inhibitors | recombinant APE1, TAMRA/BHQ-2 abasic DNA cleavage fluorescence;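 further: potency means the concentration at half of the fitted maximal effect; plate controls were vehicle for no effect and reference inhibitor for full effect; nearly all actives have a fitted effect of over 55% in size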
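Step 1: APE1 (0.75 nM) with compound, 15 min RT. Step 2: add 50 nM fluorophore/quencher THF duplex. Step 3: three fluorescence reads 60 s apart (525/598 nm); read 3 minus read 1 = reaction progress.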
Active calls of the source: *; i = inactive; ? = inconclusive; . = not tested or not shown; [ ] = dose if it differs, or a comment. Unless noted, the call rests on the fitted dose curve; in most records, active means well fitted curve in the direction sought with a large enough effect; inconclusive means small, poorly fitted or top-dose-only effect, or another doubt; inactive means no such curve, though single readings can be large; an effect the other way counts as inactive or inconclusive.

SMILES | POLB inh | Anesthetic bind | POLH inh | BLM inh | PGK inhibitor | RXFP1 antag | Pol iota inh | Pol kappa inh | APEX1 inh
COc1cc2c(cc1OC)CN(C(=O)c1ccc(S(=O)(=O)N3CCCC3)cc1)CC2 | 0% | 1% | 2% | -1% | -3% | -3 | 35%[activator] | -1% | 0%
CCOc1ccccc1NC(=O)C1CCC(CNc2c(N3CCCCC3)c(=O)c2=O)CC1 (stereo not drawn) | 41% | -2% | 3% | -2% | -2% | -3 | 2% | 1% | -3%
COc1cc(C(=O)NC(C)Cc2cccs2)cc(OC)c1OC (stereo not drawn) | 18% | -1% | 5% | 1% | -3% | 18 | 3% | -11% | 3%
O=C(OC(C(=O)Nc1ccc(Cl)cc1C(F)(F)F)c1ccccc1)c1c(Cl)cccc1Cl (stereo not drawn) | 2% | -12% | -13% | -7% | 0% | -11 | 14% | -6% | 4%
COC(=O)c1[nH]c2ccccc2c1NC(=O)Oc1ccccc1 | 0% | 6% | -19% | 0% | -3% | -19 | 12% | -11% | -4%
CCCC(=O)Nc1nc2ccc(OCC)cc2s1 | -11% | -10% | -7% | -5% | -2% | . | -14% | -14% | 1%
O=C(CN1CCN(S(=O)(=O)c2ccc(Br)cc2)CC1)Nc1ccccc1C(=O)c1ccccc1 | 4% | -12% | -5% | -6% | 4% | -6 | 13% | 3% | 0%
O=C(N/N=C1\CCc2ccccc21)c1ccccc1Cl | 15% | -10% | -16% | -1% | -5% | 9 | 50%[activator] | -13% | 4%
CCC(=O)Nc1nc2nc(-c3ccccc3)cc(=O)n2[nH]1 | 0% | -8% | -5% | -3% | 0% | -7 | 31%[activator] | -8% | 2%
CCc1ccc(C(CC(=O)O)N2Cc3ccccc3C2=O)cc1 (stereo not drawn) | 59% | -14% | -13% | 0% | -11% | -7 | 151%[activator] | 0% | 8%
CN(/N=C/c1cccnc1)C1=NS(=O)(=O)c2ccccc21 | 0% | -2% | -21% | 4% | -3% | -7 | ? | -8% | 28%
CCOc1ccc(NC(=O)Cn2c(=O)oc3cc(S(=O)(=O)N4CCCCCC4)ccc32)cc1 | -9% | -9% | 4% | -3% | i | -18 | -4% | -13%[60.1 µM] | .
COc1ccc(OCC(=O)OCC(=O)c2ccc(OC)c(F)c2)cc1 | . | . | -7% | . | 3% | 1 | -12% | -19% | 28%
COc1ccc(/C=N/Nc2nnc(-c3ccccc3)c(=O)[nH]2)cc1 | 6% | -6% | -13% | 4% | 1% | -18 | 8% | -8% | 3%
Cc1ccc(NC(=O)COC(=O)CCC(=O)c2cccs2)cc1 | 35% | ? | -6% | -1% | 2% | 2 | 33%[activator] | 5% | 3%
CC(=O)c1c(OC(=O)c2ccccc2)ccnc1C(F)(F)F | . | . | -19% | . | -1% | -1 | -5% | -7% | 18%
CCCCN1C=C(C(C)=O)C(=O)CC1 | . | . | -11% | . | 0% | . | 8% | -6% | .
Nc1nc(Cn2nnc(-c3ccccc3Cl)n2)nc(N2CCOCC2)n1 | -2% | -9% | -9% | -4% | i | -10 | -2% | 8% | -3%
CCCNC(=O)c1ccc(N2CCC3(CC2)CC(c2cccc(Br)c2)=NO3)c(NC(=O)c2ccco2)c1 | . | . | -3% | . | -9% | . | 6% | 13% | 19%
COc1cc(NC(=O)C2CCN(c3cnc4ccccc4n3)CC2)cc(OC)c1OC | 13% | 187%[activator] | 0% | -5% | -8% | -19 | 4% | -10%[60.1 µM] | .
Cc1ccc(OCCn2c3ccccc3n3nc(C)c(=O)nc23)cc1 | 15% | -12% | -17% | -3% | 4% | 1 | 26% | -13% | -3%
CC(=O)Nc1ccc(Cl)cc1C(=O)O | 2% | 1% | -13% | 1% | 2% | 1 | 0% | -16% | -7%
COC(=O)c1ccc(NC(=O)C2CCN(C(=O)Nc3ccccc3)CC2)cc1 | . | . | -4% | . | -9% | -6 | 0% | -3% | 46%[activator]
Cc1cc(N/N=C/c2c[nH]c3ccccc23)c2ccccc2n1 | 10% | ? | -4% | -1% | 7% | 4 | 17% | 1% | -1%
O=C(CN1CCN(C(=S)NC2CCCC2)CC1)Nc1ccc(Oc2ccccc2)cc1 | 11%[57.1 µM] | -7% | -11% | -8% | -8% | 14 | 2% | -7% | -7%
CCc1ccc(C2CC(=O)N(c3cccc(F)c3)C3=C2C(=O)OC3)cc1 (stereo not drawn) | 2% | -17% | -7% | -6% | 3% | 2 | -10% | -7% | -5%
CSc1ccc(/C=C/C(=O)c2ccc(NC(C)=O)cc2)cc1 | -19% | -1% | ? | -14% | -6% | 11 | ? | ? | -1%

A portion of the library; count on the stated rates, not on these rows.
